HTR5A inv ag: inverse agonist of human HTR5A in OPRM1-OPRD1 counter-screen | HTR5A cell line, luminescence, inverse agonism | inhibition, % at 9.3 µM | actives 0.083% (n = 340,000) | AID 504634; in the data active = inhibition mostly above about 23%, no sharp cut-off; inactive = mostly below about 18%;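 also: 0% = cells with DMSO and 100% = no-cell wells with DMSO; some compounds called inactive have numbers as strong as hits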
Target sequence (P47898 whole entry, looked up): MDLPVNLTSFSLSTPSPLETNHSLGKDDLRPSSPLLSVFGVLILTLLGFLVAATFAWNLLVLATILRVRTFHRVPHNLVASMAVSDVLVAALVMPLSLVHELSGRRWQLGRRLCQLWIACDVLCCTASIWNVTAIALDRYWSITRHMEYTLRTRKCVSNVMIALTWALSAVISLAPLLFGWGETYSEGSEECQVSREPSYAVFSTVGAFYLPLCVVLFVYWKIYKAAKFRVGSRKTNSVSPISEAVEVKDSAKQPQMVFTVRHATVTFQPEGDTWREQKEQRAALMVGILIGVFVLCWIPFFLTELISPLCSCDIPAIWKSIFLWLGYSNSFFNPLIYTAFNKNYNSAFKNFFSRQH
CDK5 inh: blocks human CDK5/p35 kinase activity | actives 0.01% (n = 330,000) | AID 488839 | inhibition, % at 10 µM | Recombinant CDK5/p35, ADP-Glo luminescence, 60 min | Q00535+Q15078;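 active = highest replicate inhibition of at least 50% and at least 75% of replicates reaching 50%; inconclusive = only one of the two criteria met; inactive = both criteria failed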;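 also: plate controls were DMSO neutral control for no effect and GW8510 at 10 µM for full effect; many of its hits are not listed in these tables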
AddAB inh: less growth of phage-infected E. coli with AddAB; actives 0.29% (n = 330,000); AID 435030; E. coli expressing H. pylori AddAB, absorbance growth; inhibition, % at 11.9 µM; in the data active = inhibition above about 12%;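 also: 0% = vehicle wells of infected cells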
HTR5A ag ctr: counter-screen for OPRM1-OPRD1 agonists: human HTR5A agonism; HTR5A agonist assay, luminescence, cell-based; actives 0.61% (n = 340,000); P47898; AID 504692; activation, % at 9.3 µM; in the data active = activation mostly above about 9.5%, no sharp cut-off; inactive = mostly below about 7.6%;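 also: 0% = cells with vehicle only and 100% = reference agonist; strong numbers were not always called active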
PKA-R1A activ: activators of PKA-R1A complex; actives 0.083% (n = 340,000); AID 504707; PKA-R1A dissociation, Cy5-IP20 fluorescence polarization; scaled: DMSO 0%, 113 µM cGMP 100%; P00514+P68181; activation, % at 11.4 µM;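 active = percent activation above the mean of all tested compounds plus 3 SD, cut at about 19% in these data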;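 also: higher means more PKAc released from R1A so a rise in polarization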
PKA-R2B act: activators of human PKA-R2B complex; P22694+P31323; PKA-R2B holoenzyme dissociation, Cy5-IP20 fluorescence polarization; R2B truncated from residue 108, S112A mutant; 0% DMSO only, 100% 113 µM cGMP; activation, % at 11.4 µM; actives 0.079% (n = 340,000);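 active = activation above a cutoff set at the mean over all compounds plus 3 SD, cut at about 18% in these data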;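 also: higher means more holoenzyme dissociation and a rise in polarization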
Target sequence (P31323 whole entry, looked up, other chains not shown, the tested form may be a part): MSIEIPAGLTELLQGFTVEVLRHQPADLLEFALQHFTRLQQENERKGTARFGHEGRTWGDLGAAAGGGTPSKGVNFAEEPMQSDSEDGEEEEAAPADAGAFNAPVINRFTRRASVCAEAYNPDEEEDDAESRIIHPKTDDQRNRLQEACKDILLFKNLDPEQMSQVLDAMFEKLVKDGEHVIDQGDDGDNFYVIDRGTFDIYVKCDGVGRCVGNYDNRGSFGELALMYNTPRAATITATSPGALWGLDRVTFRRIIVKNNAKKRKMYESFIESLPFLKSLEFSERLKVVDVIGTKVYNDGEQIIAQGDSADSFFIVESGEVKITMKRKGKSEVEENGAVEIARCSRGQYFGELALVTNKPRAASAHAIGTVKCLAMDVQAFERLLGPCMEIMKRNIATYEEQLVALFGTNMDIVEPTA
E coli growth: counter-screen for AddAB inhibitors: E. coli growth inhibition; E. coli V3065 growth, OD600 absorbance, 18 h; inhibition, % at 11.9 µM; actives 0.27% (n = 330,000);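 active = inhibition above the campaign's mean inhibition across all tested compounds plus 3 SD, cut at about 9.9% in these data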;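 also: uninfected addAB+ strain grown without phage in ampicillin broth; 0% = DMSO wells and 100% = ciprofloxacin 0.95 µg/ml wells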
Mot1-301 SUMO: SUMOylation pathway inhibition by Mot1-301 growth rescue | S. cerevisiae Mot1-301 growth rescue, ATP luminescence, 38.5C; percent above DMSO median, 100 means doubled | growth rescue, % at 18.8 µM | actives 1% (n = 320,000);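 active = every valid replicate shows activation above 250% relative to neutral control wells; inactive = the rest, any valid replicate at or below 250%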;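 also: OY570 slx delta 5 strain wells were the positive control but not used for scaling; some compounds called inactive have numbers as strong as hits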
DAGLB inhibitor: blocks human DAGLB lipase activity | actives 0.059% (n = 340,000) | HEK293T DAGLB membrane lysate, EnzChek fluorogenic substrate | Q8NCG7 | inhibition, % at 5.17 µM; in the data active = inhibition above about 34%;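 also: 0% = enzyme with vehicle and 100% = wells lacking enzyme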
phage Ecoli inh: E. coli growth loss with phage present | growth absorbance | inhibition, % at 11.9 µM | AID 651602 | actives 0.26% (n = 360,000); in the data active = inhibition above about 11%
Tat export inh: blocks Tat-dependent protein export in E. coli; E. coli MC4100 TorA-mCherry Tat export, fluorescence; inhibition, % at 10 µM; actives 0.036% (n = 340,000); AID 488895;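 active = mean replicate inhibition at least 50% and at least half of replicates individually reaching 50%; inconclusive = only one of the two criteria met; inactive = neither criterion met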;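 also: exported cargo escapes ClpAP degradation while cytoplasmic cargo is degraded and loses fluorescence; 0% = median of neutral control wells and 100% = median of NaSCN control wells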
* marks the source's active call; other numbers are inactive results; ? = inconclusive; · = not tested or not shown; & = joins results of further samples.

SMILES	HTR5A inv ag	CDK5 inh	AddAB inh	HTR5A ag ctr	PKA-R1A activ	PKA-R2B act	E coli growth	Mot1-301 SUMO	DAGLB inhibitor	phage Ecoli inh	Tat export inh
O=C(CSc1n[nH]c(=O)n1-c1cccnc1)Nc1ccccc1Cl	5	0.5	-0.3	-2	11	-6	0.9	-23	1	-1.5	-1
CCN1C(=O)NC(c2cc(Br)ccc2OC)C(C(=O)OC)=C1C (stereo not given)	12	-0.2	0.9	0	-6	2	-2.7	-7	2	2.1	4
CCOC(=O)C1CCCN(c2oc(-c3ccc(F)cc3)nc2C#N)C1 (stereo not given)	17	-1.9	1.9	-6	6	-2	1.6	·	-1	3.2	3
O=C(Nc1ccc2c(c1)OCCO2)c1ccccn1	-1	5.2	3.3	0	-9	-8	3.5	185	0	4.5	-8
Cc1ccc(S(=O)(=O)N(C)C)cc1NC(=O)/C=C/c1cccs1	0	0.9	2.8	0	-1	-8	-0.2	1	-2	0.3	5
Cn1c(SCC(=O)N2CCCC2)nnc1-c1ccc2c(c1)OCO2	8	-0.3	0.0	-3	-2	-10	0.4	-3	1	0.0	-1
Fc1ccccc1COc1ccc(/C=N/n2cnnc2)cc1	31	0.8	1.2	-3	14	-8	-0.2	119	-2	4.3	-1
COC(=O)c1ccc(-n2cnc3ccccc32)nc1	-5	1.3	4.7	2	15	2	-0.6	-12	0	4.2	-12
C#Cc1ccc(C(=O)NCc2ccc(N3CCCC3=O)cc2)cc1	19	0.7	2.5	-6	-3	-16	-0.6	-6	0	2.6	-5
CCc1ccc(-c2nc(SCC(=O)N(CCOC)c3c(N)n(Cc4ccccc4)c(=O)[nH]c3=O)n[nH]2)cc1	-17	2.9	2.8	4	16	-1	1.6	-3	1	-0.7	-2
CN(C)C(CNC1CC(C)(C)NC(C)(C)C1)c1cccc(F)c1 (stereo not given)	-5	-1.7	2.5	1	-1	-3	2.3	13	2	3.0	-5
CC1(C(=O)N/N=C/c2ccccc2)CC1(Cl)Cl (stereo not given)	-10	-0.6	0.0	3	0	2	2.0	1	0	2.7	-3
COc1ccc(C2c3cc(OC)c(OC)cc3CCN2C2CC(=O)N(c3ccccc3)C2=O)cc1OC (stereo not given)	12	-0.6	1.0	-4	-6	-2	-0.8	·	0	1.8	12
O=C(Nc1ccc(F)cc1)Nc1ccc([N+](=O)[O-])cn1	-13	1.2	1.1	5	-5	0	-0.1	-10	1	3.3	3
CCCCCCCC(=O)NN1CCOCC1	22	-4.4	4.1	-9	3	-9	-1.1	100	-2	3.0	1
Cc1nc(C(=O)Nc2cc(F)cc(Cl)c2)sc1C1(C)CC(c2ccccc2)=NO1 (stereo not given)	-12	-1.6	0.7	8	9	2	-2.9	6	-2	5.2	5
Cc1[nH]n(C(N)=S)c(=O)c1N=Nc1cccc([N+](=O)[O-])c1C	3	-0.1	4.3	-4	-9	9	8.8	27	13	·	-12
Cc1nccn1-c1c2c(c(C#N)c3nc4ccccc4n13)CCCC2	8	0.6	·	-3	-7	-7	·	·	-2	0.7	-5
C=CCn1c(C)cc(C2=NNC(=Nc3ccc(C)cc3)SC2)c1C	5	-2.1	2.6	-2	-1	-4	-1.5	-13	3	4.8	-5
O=C(NCCCN1CCOCC1)c1cccnc1SCc1ccccc1Cl	-11	-4.8	3.0	-2	0	1	0.2	-2	1	3.9	-4
OCCC1CN(Cc2cccc3nccnc23)CCN1Cc1ccc(F)cc1 (stereo not given)	-14	-0.3	0.7	-4	-10	2	0.8	638	-3	-0.4	5
CC(C)CCNC(=O)C1CCN(S(=O)(=O)c2ccc3c(c2)CCC(=O)N3)CC1	-11	-2.8	3.0	4	-4	-7	1.8	4	0	3.0	14
O=C(/C=C/c1ccc2c(c1)OCO2)Nc1nc2ccc(F)cc2s1	14	0.3	0.4	0	-13	-5	2.8	-7	-3	0.9	8
CCOc1cc(S(=O)(=O)N2CCC(Cc3ccccc3)CC2)c(OCC)cc1-n1cnnn1	-6	-0.4	3.1	-2	-6	-11	1.4	459	-5	-2.5	8
CC(Sc1ccc(Cl)cc1)C(=O)N(C)CC(=O)Nc1ccc(N2CCOCC2)cc1 (stereo not given)	4	0.4	3.9	-2	3	-1	0.4	65	-1	3.4	-5
Cc1ccc(S(=O)(=O)N2CCOC2CNC(=O)C(=O)NCCc2c[nH]c3ccccc23)cc1 (stereo not given)	-118	-1.1	4.5	54*	2	5	2.6	-7	2	0.4	8
CCC(=O)c1ccc(OCC(=O)NCCCN2CCOCC2)cc1	-4	-0.6	·	1	0	1	·	·	-2	2.9	0
CS(=O)(=O)Nc1ccc(C(=O)NCc2cccnc2)cc1	11	-0.9	0.6	1	-10	-5	-3.4	12	0	3.9	3
CN(C)[C@@H]1C(=O)C(C(N)=O)=C(O)[C@@]2(O)C(=O)C3=C(O)c4c(O)ccc(Cl)c4[C@@H](O)[C@H]3C[C@@H]12	7	-0.3	100*	-2	-7	-5	102*	0&-22	4	102*	151*
Cc1ccc(Nc2c(-c3ccccn3)nc3ccc(C)cn23)cc1	21	1.0	9.0	-5	-1	-6	7.5	66	3	4.5	-4
COc1ccc(CCNC(=O)CN2C(=O)COc3ccc(S(=O)(=O)N4CCCC4)cc32)c(OC)c1	-5	·	1.4	1	-10	-4	-1.4	167	-3	0.9	-6
CC(O)c1nc2ccccc2n1Cc1ccc([N+](=O)[O-])cc1 (stereo not given)	-7	0.6	0.8	3	-4	0	0.5	-25	4	1.9	3
COc1cc(Br)cc(CN2CCN(c3ncccn3)CC2)c1O	3	-2.5	·	-1	-6	10	·	32	-4	2.4	-1
COc1cccc(C2/C(=C(/O)c3ccccc3)C(=O)C(=O)N2CCCC(=O)O)c1 (stereo not given)	-8	1.1	·	3	-2	-5	·	·	3	4.1	11
O=[N+]([O-])c1ccc(CN2CCN(c3ccc([N+](=O)[O-])cc3)CC2)cc1	3	1.0	-1.7	-1	6	-9	-0.7	2	-1	0.6	7
O=C(NCC1CCCO1)/C(=C/c1ccccc1)NC(=O)c1ccccc1 (stereo not given)	2	1.6	1.0	-2	-2	-2	-1.0	-11	1	5.2	6
COc1ccc2c(CC#N)c[nH]c2c1	6	-2.4	-0.1	2	-7	-14	1.4	7	-1	-2.8	8
O=C(/N=C1/c2ccccc2CN1c1ccccc1)Nc1ccccc1	-5	-5.6	3.2	2	-7	-5	0.7	54	-5	3.8	-6
O=C(CN1CCN(c2nc(-c3ccccc3)cs2)CC1)NNC(=O)c1ccco1	0	0.1	-0.3	2	-1	1	-2.0	4	0	1.9	7
CCCOc1ccc(N2C(=O)CC(SCc3nc4ccccc4[nH]3)C2=O)cc1 (stereo not given)	19	1.3	0.5	-7	-4	-1	0.3	-21	-4	1.8	-5

phage Ecoli inh, hit marks shown above
structure,CDK5 inh,AddAB inh,PKA-R1A activ,PKA-R2B act,Mot1-301 SUMO,DAGLB inhibitor,phage Ecoli inh,Tat export inh
CN(C)[C@@H]1C(=O)C(C(N)=O)=C(O)[C@@]2(O)C(=O)C3=C(O)c4c(O)ccc(Cl)c4[C@@H](O)[C@H]3C[C@@H]12,-0.3,100*,-7,-5,0&-22,4,102*,151*

Additional entries follow.
SMILES	HTR5A inv ag	CDK5 inh	AddAB inh	HTR5A ag ctr	PKA-R1A activ	PKA-R2B act	E coli growth	Mot1-301 SUMO	DAGLB inhibitor	phage Ecoli inh	Tat export inh
Fc1ccccc1NC(=S)N1CCC(c2ccccc2)C1 (stereo not given)	-7	0.2	-0.6	2	-4	3	-0.6	8	-2	0.4	-1
COc1ccc(CC(=O)N/N=C(\C)c2cccc(NC(=O)C3CC3)c2)cc1	16	-0.6	·	0	1	1	·	·	-5	5.1	-6
COc1cc2c(cc1NC(=O)Nc1ccccc1)oc1ccccc12	1	-0.8	4.4	2	-13	-2	-0.3	38	-1	2.2	-1
O=C(c1ccc(Cl)cc1)C(CN1CCCCC1)c1ccccc1 (stereo not given)	5	-0.4	-1.7	-1	-6	5	-1.4	-6	8	-0.2	0
O=C(CN1C(=O)NC2(CCc3ccccc32)C1=O)Nc1ccc(Br)cc1F (stereo not given)	-5	-0.6	1.8	2	7	-1	0.5	·	-2	0.2	0
COc1cc(CN(C2CCCCC2C)S(=O)(=O)c2ccc(S(=O)(=O)NC3CC3)cc2)cc(OC)c1OC (stereo not given)	15	-0.5	5.0	2	-4	-8	-1.6	-6	-4	1.9	?
COc1ccc(OCCC(=O)NC2CCCCC2)cc1	-9	0.0	3.2	1	-5	-8	1.6	3	-1	4.7	-3
CCN1C(=O)c2ccc(C(=O)NCc3ccco3)cc2C1=O	0	1.3	2.1	0	3	-4	-0.9	-7	1	-0.7	12
CCC(CO)Oc1cc(NC(=O)Cc2ccccc2F)c2ncn(C(C)C)c2c1 (stereo not given)	-9	0.4	-1.6	3	-1	-4	0.0	-4	2	2.2	0
COc1ccc(NC(=O)CN(C)C(=O)C(C)Oc2ccc(Br)cc2)cc1 (stereo not given)	-1	1.1	0.2	-2	-10	6	1.1	-4	5	1.5	6
Cc1ccc(C(=O)N2CC(C)SC2=Nc2cccc(S(=O)(=O)N(C)C)c2)cc1 (stereo not given)	12	-1.8	-1.5	-4	-5	-13	-2.8	242	-6	0.7	-4
NC1=NC(=Nc2cccc(S(N)(=O)=O)c2)c2ccccc21	1	-2.4	0.8	-2	-3	8	-0.2	276	0	0.0	5
CC(CNC(=O)CN1C(=O)NC2(CCCCC2)C1=O)c1ccccc1 (stereo not given)	5	-0.7	1.6	4	-1	0	-1.3	·	-2	1.8	-2
CCOc1ccc(S(=O)(=O)N2CCCC2)cc1	-12	0.7	1.5	4	-7	-6	1.8	15	1	0.9	2
Cc1[nH]nc(-c2ccc(O)c(C)c2O)c1-c1cnn(-c2ccccc2)c1	-4	1.0	2.1	0	6	-17	1.2	-7	-1	5.9	13
O=C(O)C1C2C=CC(O2)C1C(=O)Nc1ccccn1 (stereo not given)	9	0.6	·	-2	2	5	·	·	0	-0.2	-4
Cc1onc(-c2ccccc2)c1C(=O)OCC(=O)NC(C)c1ccc(Cl)cc1 (stereo not given)	-14	0.8	3.9	6	-2	-8	2.8	0	-4	-0.1	2
Cc1ccccc1Cn1nnc(-c2ccc(C(=O)O)cc2)n1	9	1.8	1.9	-3	-1	8	1.5	15	1	1.9	-4
COc1ccc(C(=O)OCC(=O)NC(Cc2ccccc2)C(C)=O)cc1S(=O)(=O)N1CCCC1 (stereo not given)	-7	0.4	·	-4	-14	-7	·	·	3	0.2	0
Cc1ccc(-c2nsc(SCC(=O)NCc3ccc4c(c3)OCO4)n2)cc1	11	-0.2	3.3	-3	-2	2	0.3	-6	-7	4.5	-5
CCCOc1cccc(C(=O)NCCNC(=O)c2cnccn2)c1	-7	-1.8	3.1	3	3	-2	-1.6	-1	3	3.3	-10
O=C(O)c1ccc(COc2ccc3c4c(c(=O)oc3c2)CCC4)o1	-34	0.7	0.3	0	-11	-10	-0.8	311	-1	1.1	-8

Source: PubChem BioAssay (several laboratories)
